Screening data: PubChem BioAssay, Sanford-Burnham Center for Chemical Genomics
HT1080 viability: HT1080 cell viability loss – fluorescence readout (AID 620); cytotoxicity, % at 10 µM, or EC50 in µM where a hit was titrated; actives 0.42% (n = 87,000); HT1080 viability, fluorescence; higher % means a stronger effect; in the data active means cytotoxicity above about 50%;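 further: cells exposed to compound overnight then 4 h with Alamar Blue; 0% = vehicle DMSO and 100% = killing control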
Active calls of the source: *. A portion of the library, so the mix of outcomes need not match the whole.

SMILES | HT1080 viability
CC(=O)Oc1ccc2c(C)cc(=O)oc2c1 | -2%
